GPR7 antagonist – GPR7 receptor antagonists, primary screen, cell-based, fluorescence, single concentration. GPR7-expressing cells, fluorescence antagonist assay. Neuropeptides B/W receptor type 1 (Homo sapiens), P48145. 1.1% of 290,000 active. inhibition, % at 4.4 µM. AID 1861, 2009; in the data active = inhibition above about 16%, passing the limit was not always enough;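 also: cells stimulated with the agonist NPW; 0% = agonist with vehicle and 100% = vehicle without agonist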
PfM18AAP inh – PfM18AAP inhibitors, malaria aminopeptidase, primary screen, biochemical, QFRET, recombinant enzyme | H-Glu-NHMec fluorogenic cleavage | 1.2% of 290,000 active | AID 1822, 2009 | M18 aspartyl aminopeptidase (Plasmodium falciparum 3D7) | inhibition, % at 7.35 µM;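 active = inhibition above the campaign mean inhibition over all tested compounds plus 3 SD, cut at about 28% in these data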;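 also: 0% = plate median of test compound wells and 100% = 2 mM ZnCl2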
MEKK2wt PB1 HTS – modulators of MEK5 binding to wildtype MEKK2, primary screen, biochemical, multiplex bead flow cytometry, Alexa488-MEK5; 1.1% of 290,000 active; binding response (% of control), % at 10 µM; AID 1531, 2009; Mitogen-activated protein kinase kinase kinase 2 (Homo sapiens), Q9Y2U5; Alexa488-MEK5 binding to MEKK2 WT; actives lie on both sides; in the data active = binding response below about 67% or above about 130%
OXTR agonist – human OXTR agonists, primary screen, fluorescence, CHO-OTR cells, Fluo-8 calcium; Oxytocin receptor (Homo sapiens), P30559; Fluo-8 calcium fluorescence; normalized: DMSO 0%, oxytocin 100%; activation, % at 3 µM; 0.32% of 320,000 active; AID 2435, 2010;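 active = activation above the mean of all tested compounds plus 3 SD, cutoff set per screening run, cut at about 20% in these data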;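 also: peak over basal fluorescence ratio from a 100 s FLIPR kinetic read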
Target sequence (P30559 whole entry, looked up): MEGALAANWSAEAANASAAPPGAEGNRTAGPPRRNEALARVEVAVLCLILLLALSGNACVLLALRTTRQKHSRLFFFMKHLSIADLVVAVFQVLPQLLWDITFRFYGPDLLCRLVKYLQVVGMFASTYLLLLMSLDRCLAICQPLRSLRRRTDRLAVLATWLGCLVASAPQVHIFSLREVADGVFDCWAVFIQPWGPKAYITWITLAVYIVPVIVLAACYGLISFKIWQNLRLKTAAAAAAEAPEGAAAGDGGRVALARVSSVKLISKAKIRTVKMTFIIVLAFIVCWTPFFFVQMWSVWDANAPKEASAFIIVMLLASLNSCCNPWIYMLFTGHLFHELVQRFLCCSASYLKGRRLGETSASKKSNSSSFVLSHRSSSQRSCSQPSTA
OXTR potentiate – human OXTR potentiators, primary screen, fluorescence, CHO-OTR cells, Fluo-8 calcium. Fluo-8 calcium fluorescence, potentiator mode; 0% = oxytocin EC15, 100% = EC100. Oxytocin receptor (Homo sapiens), P30559. 0.061% of 320,000 active. activation, % at 3 µM. AID 2445, 2010;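 active = activation above that plate's cutoff, the mean activation of tested compounds plus 3 SD, cut at about 6.6% in these data, passing the limit was not always enough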;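 also: 100% uses oxytocin at 75 nM as the full agonist control; some results filed as inactive read as strong as hits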
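Material: CHO-OTR cells, human receptor; compound dosing: single dose, 3.0 µM nominal final compound concentration; schedule: 6 min compound pre-incubation at room temperature, 100 s kinetic read; measured by: kinetic Fluo-8 calcium fluorescence; read-out basis: % activation vs EC15 and EC100 oxytocin; controls: EC15 oxytocin alone as 0%, 75 nM oxytocin as 100%; replicates: singlicate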
GalR3 antag – GalR3 antagonists in HEK293 cells, primary screen, cell-based, fluorescence readout; Galanin receptor type 3 (Homo sapiens), O60755; HEK293 GalR3-CNG cAMP membrane potential fluorescence; galR3 body fused to GalR1 C-terminus; inhibition, % at 3 µM; 0.44% of 360,000 active;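 active = inhibition above the screen-wide average plus 3 SD, cut at about 13% in these data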;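 also: forskolin and galanin both at EC90 stimulate the cells; cAMP rise reported by CNG channel membrane potential dye signal; 0% = forskolin plus galanin with DMSO and 100% = forskolin alone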
Target sequence (O60755 1-299 limits assumed): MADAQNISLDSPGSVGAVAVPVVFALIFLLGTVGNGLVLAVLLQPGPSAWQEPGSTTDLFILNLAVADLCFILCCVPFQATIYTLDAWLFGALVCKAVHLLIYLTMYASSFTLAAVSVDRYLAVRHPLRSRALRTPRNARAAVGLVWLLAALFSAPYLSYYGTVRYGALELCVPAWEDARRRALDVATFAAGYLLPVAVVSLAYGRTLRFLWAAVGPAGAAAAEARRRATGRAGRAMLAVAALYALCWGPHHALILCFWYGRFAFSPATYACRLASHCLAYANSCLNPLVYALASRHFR
NALP1 yeast inh – NALP1 inflammasome inhibitors in reconstituted yeast, colorimetric, S. cerevisiae, triplicate retest; S. cerevisiae NALP1/ASC/caspase-1 growth, X-gal OD620, 72 h; inhibition, % at 10 µM; 0.61% of 280,000 active; AID 2071, 2009; in the data active = inhibition mostly above about 24%, no sharp cut-off; inactive = mostly below about 32%; also: some compounds called inactive have numbers as strong as hits
V1aR counter – agonists of human V1a receptor, primary screen, counter-screen for OXTR agonist project, fluorescence, CHO-V1R cells; Fluo-8 calcium fluorescence, agonist mode; 0% DMSO, 100% 3 nM vasopressin; activation, % at 3 µM; Vasopressin V1a receptor (Homo sapiens), P37288; AID 2797, 2010; 0.25% of 320,000 active;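 active = activation above the mean activation of all tested compounds plus 3 SD, per screening run, cut at about 20% in these data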;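 also: signal is peak over basal fluorescence ratio across a 100 second FLIPR read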
Target sequence (P37288 whole entry, looked up): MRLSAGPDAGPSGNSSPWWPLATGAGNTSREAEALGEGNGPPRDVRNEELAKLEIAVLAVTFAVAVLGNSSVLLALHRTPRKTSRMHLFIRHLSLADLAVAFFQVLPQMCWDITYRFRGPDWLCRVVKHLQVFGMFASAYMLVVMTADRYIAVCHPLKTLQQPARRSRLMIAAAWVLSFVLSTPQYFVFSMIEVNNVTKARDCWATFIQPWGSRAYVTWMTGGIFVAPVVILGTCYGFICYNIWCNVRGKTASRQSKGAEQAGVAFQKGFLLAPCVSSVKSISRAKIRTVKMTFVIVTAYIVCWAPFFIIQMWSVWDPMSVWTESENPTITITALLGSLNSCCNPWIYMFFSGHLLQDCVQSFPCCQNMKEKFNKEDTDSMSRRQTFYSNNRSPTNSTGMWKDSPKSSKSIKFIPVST
MEKK2 mut-MEK5 – MEK5 binding signal on mutant MEKK2 PB1, primary screen, biochemical, multiplex bead flow cytometry, Alexa488-MEK5; Alexa488-MEK5 binding to MEKK2 mutant; 0.35% of 290,000 active; percent response, % at 10 µM; in the data active = percent response above about 24%, passing the limit was not always enough; also: inactives centre near 1; some results filed as inactive read as strong as hits
Numbers without * were called inactive; nt = not tested or not shown.

1	C[C@H]1CN([C@@H](C)CO)C(=O)Cc2cc(NS(C)(=O)=O)ccc2O[C@@H]1CN(C)CC1CC1
2	Cc1cc(CN2CCCCC2C(=O)Nc2ccc(Oc3cccnc3)cc2)oc1C (stereo unspecified)
3	CC(C)C(=O)Nc1cccnc1
4	CCN(C(=O)COC(=O)c1c(-c2ccccc2)noc1C)C1CCS(=O)(=O)C1 (stereo unspecified)
5	CCC(C)(C)NC(=O)CSc1nc(Cc2ccccc2)nc2ccccc12
6	C#CCOCCOCCOCCNc1nc(N2CCN(C(=O)Cn3cc(CCCN=C(N)N)nn3)CC2)nc(N2CCN(C(=O)[C@H]([C@@H](C)O)n3cc(CCCCN)nn3)CC2)n1
7	CN(Cc1ccccc1)C(=O)c1nc[nH]c1C(=O)N1CCN(C(=O)OC(C)(C)C)CC1
8	O=C(NC1CCC(O)CC1)c1ccc(S(=O)(=O)NCc2ccco2)cc1 (stereo unspecified)
assay / compound	1	2	3	4	5	6	7	8
GPR7 antagonist	nt	6	13	4	-23	nt	nt	-6
PfM18AAP inh	nt	-1	-9	-7	2	nt	nt	-9
MEKK2wt PB1 HTS	nt	100	80	100	107	nt	nt	105
OXTR agonist	0.0	-1.0	0.7	0.2	nt	-0.2	-0.2	0.8
OXTR potentiate	-1	-6	-9	-10	nt	-3	0	2
GalR3 antag	-2	-4	-8	-2	-3	-5	7	2
NALP1 yeast inh	nt	13	19	1	0	nt	nt	22
V1aR counter	0.6	1.1	0.4	0.3	nt	0.0	-0.5	2.6
MEKK2 mut-MEK5	nt	-1	-24	2	8	nt	nt	5

Three entries out of the list above, sorted by the value under MEKK2 mut-MEK5, largest number first:
no. | mol | GPR7 antagonist | PfM18AAP inh | MEKK2wt PB1 HTS | OXTR potentiate | GalR3 antag | NALP1 yeast inh | MEKK2 mut-MEK5
5 | CCC(C)(C)NC(=O)CSc1nc(Cc2ccccc2)nc2ccccc12 | -23 | 2 | 107 | nt | -3 | 0 | 8
2 | Cc1cc(CN2CCCCC2C(=O)Nc2ccc(Oc3cccnc3)cc2)oc1C (stereo unspecified) | 6 | -1 | 100 | -6 | -4 | 13 | -1
3 | CC(C)C(=O)Nc1cccnc1 | 13 | -9 | 80 | -9 | -8 | 19 | -24

(continued)
9	COc1ccc(S(=O)(=O)N(CC(=O)NCc2ccccn2)Cc2ccccc2)cc1
10	Cc1cc(C[n+]2ccccc2)c2nsnc2c1
11	Cc1csc(NS(=O)(=O)c2ccc(Cl)cc2)n1
12	CC(=O)NC1=NN(C(C)=O)C(c2ccccc2)S1 (stereo unspecified)
13	CCc1ccc(CNC(=O)CCc2nnc(CCc3ccc(OC)cc3)o2)nc1
14	Cc1ccc(C)c(OCCC(=O)OCC(=O)NC(=O)NC2CCCCC2)c1
15	CC(NC(=O)CCn1c(=S)[nH]c2ccsc2c1=O)c1ccccc1 (stereo unspecified)
16	O=C(CSCc1c(Cl)cccc1Cl)NCc1ccccn1
assay / compound	9	10	11	12	13	14	15	16
GPR7 antagonist	-1	-5	1	-6	-6	nt	-9	6
PfM18AAP inh	-7	-1	-6	-1	6	nt	0	-6
MEKK2wt PB1 HTS	102	97	97	94	93	nt	71	95
OXTR agonist	-0.6	0.1	1.3	1.1	-0.6	0.7	-1.1	-0.1
OXTR potentiate	-11	-1	-4	2	-5	-6	-14	-5
GalR3 antag	-5	1	-11	-3	-2	-6	-2	-5
NALP1 yeast inh	17	12	4	8	-3	nt	16	0
V1aR counter	-0.6	0.3	1.2	1.0	0.6	3.0	-0.6	-0.8
MEKK2 mut-MEK5	1	1	3	-6	-9	nt	-12	-3

17	Clc1ccc2c(N/N=C/c3ccc(Br)cc3)ccnc2c1
18	CN(C(=O)CCCN1C(=O)c2cccc3cccc(c23)C1=O)c1ccccc1
19	COC(=O)C1(C(F)(F)F)N=C(N(C)C)OC(N(C)C)=N1
20	COc1cc(S(=O)(=O)N2CCCCC2)ccc1NC(=O)Cc1ccccc1
21	O=C(NCc1ccc(F)cc1)c1cnc(-c2ccccn2)nc1C(F)(F)F
22	N=c1sccn1CC(=O)Nc1ccc2c(c1)CCC2
23	COc1ccc(N(CC(=O)NCc2ccc(Cl)cc2)S(=O)(=O)c2c(C)noc2C)cc1
24	NC(=O)COC(=O)c1cc(Cl)cc(Cl)c1N
assay / compound	17	18	19	20	21	22	23	24
GPR7 antagonist	-4	2	-9	-5	-3	-8	-14	-9
PfM18AAP inh	1	3	5	-7	-3	-2	10	0
MEKK2wt PB1 HTS	116	101	99	103	112	103	99	100
OXTR agonist	-1.0	-1.2	0.1	1.3	0.9	2.5	9.9	0.3
OXTR potentiate	-8	-11	-11	1	-6	-7	-6	0
GalR3 antag	-5	-2	-1	nt	-2	6	-7	8
NALP1 yeast inh	54*	22	-10	17	-27	7	-22	14
V1aR counter	1.4	0.1	0.6	2.1	2.1	3.4	-0.3	0.2
MEKK2 mut-MEK5	-1	0	0	3	6	-2	6	0

25	CCc1cccc(CC)c1NC(=S)N1CCn2cccc2C1c1cccnc1 (stereo unspecified)
26	COCn1c(C(O)c2ccccc2)cc2ccccc21 (stereo unspecified)
27	CCn1c(SCC(=O)N2CCc3ccccc3C2)nc2c1c(=O)n(C)c(=O)n2C
28	O=C(CN1CCN(c2ccccc2)CC1)Nc1ccc(-n2cnnn2)cc1
29	COc1ccc(C(=O)N2CCN(c3ccccc3OC)CC2)cc1
30	N#Cc1cnc(NCc2ccc(Cl)cc2Cl)nc1
31	Cc1nc2ccccc2c2c1C(=O)N(C)C2=O
32	CC1CCCC(C)N1C(=O)COC(=O)c1ccc2ccccc2n1 (stereo unspecified)
assay / compound	25	26	27	28	29	30	31	32
GPR7 antagonist	-8	-12	0	-3	8	21	-6	nt
PfM18AAP inh	-7	-7	-3	-1	3	8	3	nt
MEKK2wt PB1 HTS	111	103	102	98	99	107	92	nt
OXTR agonist	-1.1	nt	0.2	0.6	0.1	-1.6	-1.0	0.3
OXTR potentiate	-5	nt	4	-4	-8	-6	-1	0
GalR3 antag	-4	-9	-8	-4	3	-10	-2	-5
NALP1 yeast inh	11	15	-7	12	12	11	21	nt
V1aR counter	0.5	nt	-0.1	-0.1	-0.3	-1.1	-0.9	0.2
MEKK2 mut-MEK5	6	-1	3	-2	-1	5	-9	nt

33	Cc1ccc(S(=O)(=O)CCC(=O)OCC(=O)c2ccc(F)cc2)cc1
34	CN(CCC1CCCCO1)C(=O)CCc1nnc(C2CCCCC2)o1 (stereo unspecified)
35	CC(=O)OCC(=O)c1ccc2ccn(C(C)=O)c2c1
36	Cc1ccc(N2C(=O)N(CC(=O)NCc3ccc(Cl)cc3)C(=O)C2C)cc1 (stereo unspecified)
37	Cc1c(Nc2c3c(c(C#N)c4nc5ccccc5n24)CCC3)c(=O)n(-c2ccccc2)n1C
38	Cc1ccc(C(=O)C(C)OC(=O)c2ccccc2[N+](=O)[O-])cc1 (stereo unspecified)
39	Brc1cccc(CNn2cnnc2)c1
40	COCCn1c(SCc2nc3cc(OC)c(OC)cc3c(=O)[nH]2)nnc1-c1ccncc1
assay / compound	33	34	35	36	37	38	39	40
GPR7 antagonist	nt	-3	4	-1	-7	-3	nt	-12
PfM18AAP inh	nt	3	-7	1	-1	-10	nt	-1
MEKK2wt PB1 HTS	nt	88	102	113	97	94	nt	104
OXTR agonist	-1.3	0.1	-0.1	8.5	nt	-2.8	0.7	2.0
OXTR potentiate	-11	-1	-5	-16	nt	6	-1	4
GalR3 antag	-2	-4	-6	-1	nt	0	-4	-3
NALP1 yeast inh	nt	3	-4	4	1	18	nt	-8
V1aR counter	6.3	0.0	-0.2	10.0	nt	-1.0	0.3	0.8
MEKK2 mut-MEK5	nt	-9	2	7	1	-2	nt	2

41	O=C(CSc1nccn1-c1ccccc1)NO
42	Cc1cc(C)c(C)c(S(=O)(=O)N[C@@H](C)C(=O)OCC(=O)NC2CCCC(C)C2C)c1C (stereo partly specified)
43	Cc1nc(COc2cccc(Cl)c2)sc1C(=O)/C=C/N(C)C
44	COc1ccc(C2c3ccc(O)cc3Oc3ncn4nc(-c5cccnc5)nc4c32)cc1OC (stereo unspecified)
45	Cc1n[nH]c(=O)nc1NCC1CCCO1 (stereo unspecified)
46	O=C(COc1ccccc1)NCC(=O)N/N=C/c1ccc(O)cc1O
47	CC(=O)Nc1nnc(S(=O)(=O)N2CCN(c3ccc(Cl)cc3[N+](=O)[O-])CC2)s1
48	Cc1nn(C)c(C)c1S(=O)(=O)N1CCCC(C(=O)NCCc2ccc(Cl)cc2)C1 (stereo unspecified)
assay / compound	41	42	43	44	45	46	47	48
GPR7 antagonist	-8	nt	-7	-2	-6	-7	9	-7
PfM18AAP inh	2	nt	-11	2	-22	10	1	3
MEKK2wt PB1 HTS	70	nt	111	99	101	82	103	106
OXTR agonist	-0.5	-1.1	1.5	11	0.0	-0.2	2.3	4.2
OXTR potentiate	-4	-10	-4	-8	-13	0	-8	-3
GalR3 antag	-1	-3	3	1	0	11	-5	0
NALP1 yeast inh	-3	nt	nt	-7	27	nt	-9	24
V1aR counter	0.1	-0.1	-0.1	2.5	1.4	1.7	3.8	0.2
MEKK2 mut-MEK5	51*	nt	21	-3	1	-21	2	5

49	O=C(COc1ccc(S(=O)(=O)NCc2ccccc2)cc1Cl)NCc1ccccn1
50	Cc1cnc(Nc2nc3ccccc3o2)nc1C(=O)Nc1cccc(C(F)(F)F)c1
51	COC(=O)Cn1cnc2c1c(=O)n(C)c(=O)n2C
52	CCS(=O)(=O)Nc1ccc(-c2nnc(SCC(=O)c3cccc(OC)c3)o2)cc1
53	CC(C(=O)Nc1ccccc1-c1ccccc1)N(C)Cc1nc2ccccc2c(=O)[nH]1 (stereo unspecified)
54	CC(C)(C)c1ccc(NC(=O)CC2(C(F)(F)F)OCCO2)cc1
55	CN(CC(=O)Nc1cccc(F)c1)CC(=O)N(C)c1c(N)n(Cc2ccccc2)c(=O)[nH]c1=O
56	CCCCN1CCNC[C@H]1Cc1ccc(O)cc1
57	COc1ccc(-n2cnnc2SCC(=O)Nc2ccc(N3CCOCC3)cc2)cc1
assay / compound	49	50	51	52	53	54	55	56	57
GPR7 antagonist	-10	-3	-11	-6	2	8	nt	nt	-5
PfM18AAP inh	9	1	-15	6	-2	0	nt	nt	2
MEKK2wt PB1 HTS	95	103	105	95	97	93	nt	nt	106
OXTR agonist	5.0	-1.4	0.0	3.9	-1.6	0.0	1.2	0.3	0.5
OXTR potentiate	-5	-8	-2	-20	-3	0	-1	-8	-14
GalR3 antag	-9	-5	-3	nt	1	-2	4	-5	1
NALP1 yeast inh	-7	-16	5	-1	-13	-8	nt	nt	-2
V1aR counter	3.5	-0.8	0.3	4.3	0.0	0.8	0.5	1.0	0.3
MEKK2 mut-MEK5	1	4	-4	-1	-6	-2	nt	nt	6
